Dengue-2 NS5 capping: Dengue-2 NS5 methyltransferase inhibitors, primary screen, biochemical, confirmation dose response (AID 588689). actives 0.3% (n = 340,000). inhibition, % at 25 µM, or IC50 in µM where a hit was titrated. Genome polyprotein (Dengue virus type 2 (strain 16681-PDK53)). Dengue-2 NS5 methyltransferase capping enzyme assay, biochemical; higher % means a stronger effect; in the data active means a potency from the dose series; inconclusive means inhibition above about 29% without an active follow-up result
HIV fusion peptide: inhibitors of HIV fusion peptide binding, primary screen, biochemical, uHTS, fluorescence dequenching (AID 1986); cell-free peptide binding, fluorescence dequenching, 30 min; higher % means a stronger effect; actives 0.3% (n = 290,000); inhibition, % at 20 µM, or IC50 in µM where a hit was titrated; in the data active means inhibition mostly above about 52%, no sharp cut-off; inactive means mostly below about 76%; further: some results filed as inactive read as strong as hits
Hep lipid drop: inhibitors of hepatocyte lipid droplet formation, primary screen, imaging, high-throughput imaging, BODIPY stain; AML12 mouse hepatocytes, oleate lipid droplets; inhibition, % at 6.5 µM; actives 0.4% (n = 240,000);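 active means lipid droplet intensity inhibited by at least 50%, with more than 500 cells counted; inconclusive means wells with under 300 cells, treated as cytotoxic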
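Assay system: AML12 hepatocytes (mouse) / Also added: 100 µM oleic acid challenge / Times: overnight treatment with compound plus oleate / Detection: high-content imaging of BODIPY-stained droplets and DAPI nuclei / Evaluation: % inhibition of lipid droplet signal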
XIAP displacement: XIAP antagonists, biochemical, IAP family, fluorescence polarization (AID 1018); one-dose displacement, % at 20 µM; IC50 in µM for titrated hits; actives 0.007% (n = 200,000); XIAP BIR domain, fluorescence polarization peptide displacement; higher % means a stronger effect; in the data active means displacement above about 50%; further: a part of the inactive calls stands beside numbers as strong as those of hits
Myeloid diff 2: induction of myeloid progenitor differentiation, primary screen, cell-based, flow cytometry, MLPCN library | ER-HoxA9 myeloid progenitors, lysozyme-GFP differentiation | calls only at 10 µM | actives 1% (n = 360,000) | AID 624256, 2012;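 active means normalized GFP-positive differentiation at or above the plate's own cutoff, the solvent-only control mean plus 3 SD; inconclusive means no clear call, values can overlap the other calls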;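 further: cells exposed to compound for four days before flow analysis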
LYP inhibition: inhibitors of LYP phosphatase, biochemical, fluorescence intensity, uHTS (AID 1779); actives 0.054% (n = 290,000); recombinant LYP phosphatase, fluorescence intensity; higher % means a stronger effect; one-dose inhibition, % at 11.5 µM; IC50 in µM for titrated hits;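 further: plate controls were vehicle with enzyme for no effect and no enzyme for full effect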
AID2073: inhibitors of Mint1-CaV2.2 protein interaction, biochemical, HTRF (AID 2073) | actives 0.19% (n = 290,000) | HTRF protein-protein interaction, Mint1-CaV2.2; higher % means a stronger effect | Voltage-dependent N-type calcium channel subunit alpha-1B (Homo sapiens) | one-dose inhibition, % at 20 µM; IC50 in µM for titrated hits; in the data active means inhibition mostly above about 51%, no sharp cut-off; inconclusive means no clear call, values can overlap the other calls; inactive means mostly below about 53%; further: some results filed as inactive read as strong as hits
HEK293 NOD2/NF-kB: NOD2 signaling inhibitors, cell-based, luminescence, uHTS, HEK293 (AID 1566). HEK293 NOD2/NF-kB luciferase reporter, luminescence; higher % means a stronger effect. inhibition, % at 4 µM, or EC50 in µM where a hit was titrated. actives 0.63% (n = 290,000); further: many of its hits are not listed in these tables
Siah-1 displacement: Siah-1 peptide-binding antagonists, primary screen, biochemical, fluorescence polarization, rhodamine-plectin, uHTS (AID 1817). Siah-1 / rhodamine-plectin peptide fluorescence polarization; higher % means a stronger effect. one-dose displacement, % at 20 µM; IC50 in µM for titrated hits. actives 0.02% (n = 290,000);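 active means displacement of at least 50% at 20 µM, with a fluorescence ratio check between 0.3 and a set limit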;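 further: plate controls were Siah plus tracer with DMSO for no effect and tracer alone without Siah for full effect; strong numbers were not always called active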
Hep lipid drop cells 6.5 µM: recorded beside Hep lipid drop, whose call it bears; cell count; measured here: cell count, cytotoxicity flag;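 cells counted across two imaged fields per well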
Dengue-2 NS5 capping pilot replicate: also measured in Dengue-2 NS5 capping; calls as there; inhibition, %; measured here: pilot screen replicate inhibition
Myeloid diff 2 GFP+ MAC1+ %: second read-out of Myeloid diff 2, no call of its own (marks repeat the call); GFP+ MAC1+ double positive, %; measured here: differentiation confirmed by MAC1 staining
Active calls of the source: *; i = inactive; ? = inconclusive; / = no result given. Unless noted, no stated cut-off is given here; in the data, active means inhibition above about 50%; inactive means the rest.

SMILES | Dengue-2 NS5 capping | HIV fusion peptide | Hep lipid drop | Hep lipid drop cells 6.5 µM | XIAP displacement | Myeloid diff 2 | Myeloid diff 2 GFP+ MAC1+ % | LYP inhibition | AID2073 | HEK293 NOD2/NF-kB | Siah-1 displacement | others
O=C(NCC1CCCCC1)C1(CC2CC(c3ccc(Cl)cc3)=NO2)CCNCC1 (configuration not stated) | -2% | 1.0% | 1 | 771 | / | i | 1.9 | -8% | -7% | -9% | 1%
CCOc1ccc(CN2CCNC(=O)C2CC(=O)NC2CCCCCC2)cc1 (configuration not stated) | -5% | -0.1% | -7 | 826 | / | i | 1.1 | -7% | -2% | 4% | 0%
CN1CCc2c(c3c(n2C)CCN(C)[C@H]3c2ccccc2F)[C@@H]1c1ccccc1F | / | 0.9% | / | / | -0.3% | / | / | -12% | -9% | -7% | 0%
O=C(Cn1nnc2ccccc2c1=O)N1CCCc2ccccc21 | -3% | 0.2% | / | / | -4.6% | i | 12 | -13% | 13% | 2% | -3%
O=C(c1cccc(Oc2ccc([N+](=O)[O-])cc2Cl)c1)N1CCCCC1 | -3% | 0.3% | -16 | 618 | -3.8% | i | 0.4 | 4% | -12% | -2% | 3%
Nc1c(SCCC(=O)O)ccc2c1C(=O)c1ccccc1C2=O | 22% | -4.0% | 5 | 778 | / | i | 0.5 | -16% | 14% | -12% | -2%
N#Cc1ccc(C(=O)Nc2nnc(-c3cccs3)o2)cc1 | -6% | 9.8% | -9 | 692 | -5.8% | i | 1.2 | 1% | 24% | 4% | 0%
O=c1[nH]c(CSc2ncc(-c3ccc(F)cc3)n2Cc2ccco2)nc2ccccc12 | -9% | 1.2% | / | / | -8.2% | i | 2.7 | -1% | -1% | -1% | 6%
Clc1ccc(CSc2nnc(/C=C/c3ccccc3)o2)cc1 | -11% | 1.3% | -4 | 602 | -2.8% | i | 0.6 | -7% | 2% | -7% | -5%
CCc1cc(C(=O)N2CCOCC2)c(NC2=NS(=O)(=O)c3ccccc32)s1 | -14% | 3.9% | / | / | -3.7% | i | 0.5 | -6% | 11% | -14% | -1%
N#Cc1ccccc1COC(=O)c1ccc(Br)o1 | -2% | -2.8% | 33 | 782 | / | i | 4.9 | -9% | 5% | -10% | -4%
COc1ccc2cc(C(C)C(=O)Nc3cccc(S(=O)(=O)N(C)C)c3)ccc2c1 (configuration not stated) | -2% | 2.9% | 21 | 789 | / | i | 8.4 | 6% | 9% | 26% | -2%
COc1ccc(Nc2nc(N)nc(CN3CCN(c4ccc(F)cc4)CC3)n2)cc1 | / | 0.8% | 2 | 710 | -4.6% | i | 0.7 | 1% | 7% | 0% | 1%
COc1ccc([N+](=O)[O-])cc1NC(=O)c1ccc(C)o1 | -10% | 1.5% | 7 | 639 | -3.2% | i | 0.4 | -3% | 3% | 9% | 4%
COC(=O)c1ccc2c(=O)[nH]c(CSc3nc(C)cs3)nc2c1 | -5% | -0.2% | 2 | 695 | 2.7% | i | 0.0 | -5% | 4% | -9% | -6%
COc1ccc(OC)c(C2CC(=O)c3c([nH]c(C(=O)OC(C)C)c3C)C2)c1 (configuration not stated) | -7% | -0.1% | / | / | -9.1% | ? | / | -1% | 4% | -18% | -3%
Cc1cc(C)nc(SCC(=O)Nc2ccc(S(=O)(=O)Nc3cc(C)on3)cc2)n1 | -1% | 3.2% | -5 | 712 | / | i | 0.4 | -9% | 0% | 14% | 6%
CN1CCN(CCCN(Cc2cccs2)C(=S)Nc2ccc(Cl)cc2)CC1 | -11% | 0.0% | 8 | 706 | -4.8% | i | 0.2 | -7% | -13% | -9% | -2%
O=[N+]([O-])c1ccc(NCc2ccc3c(c2)OCO3)cc1 | -13% | -1.0% | 0 | 691 | -1.1% | i | 0.7 | 0% | -16% | -52% | -6%
COc1ccc(CNCc2cc(OC)ccc2OC)cc1 | 1% | 0.5% | -24 | 754 | / | i | 0.2 | 1% | 3% | -7% | 4% | Dengue-2 NS5 capping pilot replicate=-0.3
COc1ccccc1C1(O)CCN(CC(=O)Nc2c(C)nn(C)c2C)CC1 | 4% | 0.1% | / | / | -8.4% | i | 1.3 | -8% | -2% | 16% | 0%
Cc1ccc(NC(=O)N(Cc2nc3ccccc3c(=O)[nH]2)Cc2cccs2)cc1 | -2% | 0.1% | -2 | 729 | -2.2% | i | 1.6 | 2% | 4% | 13% | 6%
CCN(C(=O)c1cc2c(=O)n3ccccc3nc2n1C)C1CCCCC1 | -6% | -0.9% | -5 | 750 | / | i | 1.1 | -18% | 47% | -9% | -1%
COc1cc(/C=C2/SC(=S)N(CC(=O)Nc3nc4ccccc4s3)C2=O)cc(OC)c1OC | -3% | 9.1% | / | / | -3.0% | i | 3.4 | 12% | 48% | -14% | -4%
CC(C)Oc1nnnn1-c1ccccc1 | -4% | -1.4% | / | / | -8.6% | i | 1.1 | -7% | -4% | 19% | 6%

Brought forward from above: 3 entries; new compounds follow.
SMILES | Dengue-2 NS5 capping | HIV fusion peptide | Hep lipid drop | Hep lipid drop cells 6.5 µM | XIAP displacement | Myeloid diff 2 | Myeloid diff 2 GFP+ MAC1+ % | LYP inhibition | AID2073 | HEK293 NOD2/NF-kB | Siah-1 displacement | others
CCN(C(=O)c1cc2c(=O)n3ccccc3nc2n1C)C1CCCCC1 | -6% | -0.9% | -5 | 750 | / | i | 1.1 | -18% | 47% | -9% | -1%
COc1cc(/C=C2/SC(=S)N(CC(=O)Nc3nc4ccccc4s3)C2=O)cc(OC)c1OC | -3% | 9.1% | / | / | -3.0% | i | 3.4 | 12% | 48% | -14% | -4%
CC(C)Oc1nnnn1-c1ccccc1 | -4% | -1.4% | / | / | -8.6% | i | 1.1 | -7% | -4% | 19% | 6%
Cc1c(-c2ncn[nH]2)sc(C#N)c1-c1ccccc1 | 5% | -0.9% | 32 | 708 | 2.6% | i | 0.1 | 6% | 0% | 9% | 6%
CCc1nc2ccc(C(=O)N3CCN(c4cc(C)ccc4C)CC3)cc2nc1CC | -12% | -2.1% | -6 | 752 | / | i | 0.0 | 8% | 4% | 6% | 0%
CC1CCc2sc(C(=O)N(C)CC(=O)Nc3cccc(F)c3)cc2C1 (configuration not stated) | 1% | -1.6% | 1 | 802 | / | i | 0.1 | -3% | ? | -5% | 10%
COc1ccc(CNC(=O)CCCn2nc(C)c([N+](=O)[O-])c2C)cc1OC | -3% | -2.2% | -3 | 663 | -6.5% | i | 0.6 | -3% | -5% | -1% | 2%
N#CC1=C(N)SC(N)=C(C#N)C1c1ccc([N+](=O)[O-])cc1 | -12% | 1.8% | 35 | 651 | -6.0% | i | 0.6 | -5% | 68% | 13% | 6%
CCOC(=O)Nc1nnc(CCc2ccccc2)s1 | -2% | -1.9% | / | / | -0.2% | i | 0.9 | -6% | -5% | 8% | 0%
CCOc1ccc(C(=O)Nc2nnc(SCC(=O)NCC3CCCO3)s2)cc1OCC (configuration not stated) | 5% | -0.9% | 36 | 791 | / | i | 1.5 | -1% | 7% | 0% | -2%
C#CCOCCOCCOCCNc1nc(N2CCN(C(=O)[C@H](Cc3cc4ccccc4[nH]3)n3cc([C@@H](N)C(C)CC)nn3)CC2)nc(N2CCN(C(=O)[C@H](CCCCN)n3cc([C@@H](N)CO)nn3)CC2)n1 (some centres not stated) | / | 1.3% | -3 | 711 | 3.1% | / | / | -29% | 10% | 21% | -6%
CCOc1ccccc1C1C(C(=O)Nc2ccc(OC)cc2)=C(C)Nc2nc(CCCO)nn21 (configuration not stated) | -3% | 1.1% | 14 | 753 | -17% | i | 3.7 | -10% | -12% | 17% | 2%
COc1cccc(CNC(=O)C2CC(=O)N(C3CCCCC3)C2)c1 (configuration not stated) | -9% | -0.8% | -11 | 725 | / | ? | / | -11% | 9% | 15% | -2%
O=C(CSc1nnc(-c2cccnc2)s1)Nc1ccnc2ccccc12 | 1% | 1.4% | 8 | 609 | -0.3% | i | 0.4 | 4% | 6% | 9% | 3%
CCn1c(=O)c(CCC(=O)NCC2CCCO2)c(C)c2c(C)nn(-c3ccccc3)c21 (configuration not stated) | -10% | -1.1% | -17 | 686 | / | i | 0.9 | -6% | 12% | 23% | 4%
CCOC(=O)CC1C(=O)NCCN1C(=O)Nc1ccccc1 (configuration not stated) | / | -2.3% | 7 | 652 | -5.1% | i | 0.9 | -1% | -8% | 20% | 1%
O=C1CCCN1c1ccc(S(=O)(=O)Nc2ccc3c(c2)OCCO3)cc1 | 1% | 0.1% | 10 | 728 | -0.9% | i | 7.8 | 1% | 6% | -10% | 2%
Cc1ccc(/C=N/NC(=O)c2cc3ccccc3cc2O)o1 | -6% | 18% | -10 | 736 | / | i | 0.8 | -6% | 22% | -2% | 7%
O=C(CN1C(=O)c2cccc3cccc1c23)Nc1cccnc1 | 11% | 1.2% | 3 | 723 | -12% | i | 1.0 | -3% | 33% | 4% | -3%
O=C(O)c1cc(NN=C2CCN(Cc3ccccc3)CC2)ccc1Cl | -9% | 0.2% | -10 | 784 | / | i | 0.3 | -8% | -2% | -7% | -3%
O=C(CSCc1c(F)cccc1Cl)NCCSCc1ccco1 | 6% | 0.8% | -29 | 625 | -5.9% | i | 1.0 | -7% | 17% | -13% | 0%
Cc1oc2ccccc2c1-c1cn2c(n1)SCC2 | -7% | 3.8% | 10 | 718 | -6.7% | i | 5.3 | -2% | 1% | -10% | 0%
COc1ccc(CNc2nc(SCC(=O)NCc3ccco3)nc3ccccc23)cc1 | -7% | -0.7% | -16 | 731 | 1.2% | i | 5.2 | -6% | -2% | 12% | -5%
CCCCC(NC(=O)c1ccc(Cl)cc1)C(=O)O (configuration not stated) | -4% | 1.3% | -2 | 747 | -5.3% | i | 1.2 | -6% | 1% | 4% | 2%
COc1ccc(/C=C/C(=O)NCCc2c[nH]c3ccccc23)cc1OC | -1% | 1.6% | 8 | 827 | / | i | 0.3 | -8% | -3% | 16% | -4% | Dengue-2 NS5 capping pilot replicate=-3.0
O=C(CSc1ncnc2nc[nH]c12)Nc1ccc(Br)cc1Cl | -8% | -0.5% | 13 | 711 | / | i | 0.7 | -3% | 5% | 4% | 13%
O=C(NCc1ccncc1)C1CCN(S(=O)(=O)Cc2ccccc2)CC1 | 0% | -0.7% | -3 | 751 | -8.8% | i | 2.2 | -16% | 33% | 20% | -2%
Cc1cccc(N(C(=O)CCC(=O)Nc2cc(C)on2)C(C(=O)NC2CCCC2)c2ccc(C)o2)c1 (configuration not stated) | -9% | -1.3% | -13 | 712 | -3.0% | i | 0.4 | -7% | -6% | 5% | 8%

Screens from PubChem.

The list is partial; the hit share may differ from the screen's.
